mABHD4 FP – ABHD4 (mouse) inhibition, primary FP screen | Q8VD66 | purified mABHD4, FP-Rh probe fluorescence polarization | inhibition, % at 8.92 µM | actives 0.54% (n = 370,000);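 active = inhibition exceeding the mean over every tested compound plus 3 SD, cut at about 30% in these data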;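 also: 0% = plate median of compound wells and 100% = S159A mutant with DMSO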
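Doses – 8.92 µM, single dose · Material – wild-type mouse ABHD4 protein · Replication – single well per compound (singlicate) · Measure – percent inhibition of probe binding, normalized to plate controls · Schedule – 45 min compound pre-incubation plus 60 min probe step, 25 °C · Detection – fluorescence polarization with parallel and perpendicular emission, 525/598 nm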
LEDGF integ inh – blocks HIV-1 LEDGF/p75-dependent DNA integration | TR-FRET IN-LEDGF/p75 DNA integration, Eu/Cy5 | inhibition, % at 3.7 µM | actives 0.64% (n = 370,000) | AID 743269;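 active = inhibition above the screen-wide mean plus 3 SD, cut at about 13% in these data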;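 also: signal is the Cy5 over europium emission ratio at 671 and 618 nm; 0% = plate median of compound wells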
PRMT1 inh – inhibitors of human PRMT1; Q99873; recombinant PRMT1, activity-based probe fluorescence polarization; inhibition, % at 2.79 µM; actives 1.3% (n = 370,000); AID 652257;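 active = inhibition above about 21% made by adding two undisclosed values, limit read from the data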
TCR-CD3 inh – inhibitors of human TCR-CD3 interaction. TAMRA-labeled TCR probe fluorescence, biochemical. inhibition, % at 9.4 µM. actives 0.37% (n = 360,000); in the data active = inhibition above about 19%;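 also: recombinant mutant TCR 2C K166C tagged with TAMRA read by polarization; 0% = receptor in buffer alone and 100% = receptor with positive control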
PG9 Ab binder – binds the HIV-1 gp120 antibody PG9; actives 0.43% (n = 360,000); inhibition, % at 6.7 µM; AID 624416; TR-FRET gp120-PG9 antibody binding; in the data active = inhibition above about 8.5%
rCAG binder – molecules binding r(CAG) RNA repeats. r(CAG) RNA repeat, TO-PRO-1 dye displacement fluorescence. inhibition, % at 3 µM. actives 1.3% (n = 370,000). AID 651821;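 active = inhibition above the plate cutoff, the mean of all test compounds on that plate plus 3 SD, cut at about 35% in these data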;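 also: 0% = DMSO alone and 100% = 100 µM mitoxantrone as full dye displacement; higher means more dye released from RNA so lower well fluorescence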
HTRA1 inh – inhibitors of human serine peptidase HTRA1; recombinant HTRA1, FP-rhodamine activity-based probe, fluorescence polarization; inhibition, % at 5.96 µM; actives 0.5% (n = 340,000); AID 504803; in the data active = inhibition above about 36%;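 also: 0% = enzyme with DMSO and 100% = wells lacking enzyme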
MBD2 inh – MBD2-methylated oligo binding inhibition | Q9UBB5 | TR-FRET, MBD2 binding to methylated oligonucleotide | inhibition, % at 4.4 µM | actives 0.31% (n = 370,000) | AID 686964; in the data active = inhibition above about 13%
NR1D1 modulator – modulators of human Rev-erb alpha DNA binding; activity, % at 10 µM; P20393; Rev-erbα–FITC-DNA binding, fluorescence polarization, 90 min; actives 0.79% (n = 370,000);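 active = activity above about 14%, limit read from the data; passing the limit was not always enough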;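 also: 0% = DMSO wells with 35 nM protein and 100% = DMSO wells with 750 nM protein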
UHRF1 binding – blocks human UHRF1 binding to methylated DNA; Q96T88; UHRF1 binding to methylated oligo, TR-FRET; inhibition, % at 4.4 µM; actives 0.75% (n = 370,000); in the data active = inhibition above about 21%;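 also: UHRF1 SRA domain binding a hemimethylated CpG hairpin DNA probe; 0% = median of test compound wells and 100% = reference inhibitor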
Target sequence (Q96T88 whole entry, looked up, the tested form may be a part): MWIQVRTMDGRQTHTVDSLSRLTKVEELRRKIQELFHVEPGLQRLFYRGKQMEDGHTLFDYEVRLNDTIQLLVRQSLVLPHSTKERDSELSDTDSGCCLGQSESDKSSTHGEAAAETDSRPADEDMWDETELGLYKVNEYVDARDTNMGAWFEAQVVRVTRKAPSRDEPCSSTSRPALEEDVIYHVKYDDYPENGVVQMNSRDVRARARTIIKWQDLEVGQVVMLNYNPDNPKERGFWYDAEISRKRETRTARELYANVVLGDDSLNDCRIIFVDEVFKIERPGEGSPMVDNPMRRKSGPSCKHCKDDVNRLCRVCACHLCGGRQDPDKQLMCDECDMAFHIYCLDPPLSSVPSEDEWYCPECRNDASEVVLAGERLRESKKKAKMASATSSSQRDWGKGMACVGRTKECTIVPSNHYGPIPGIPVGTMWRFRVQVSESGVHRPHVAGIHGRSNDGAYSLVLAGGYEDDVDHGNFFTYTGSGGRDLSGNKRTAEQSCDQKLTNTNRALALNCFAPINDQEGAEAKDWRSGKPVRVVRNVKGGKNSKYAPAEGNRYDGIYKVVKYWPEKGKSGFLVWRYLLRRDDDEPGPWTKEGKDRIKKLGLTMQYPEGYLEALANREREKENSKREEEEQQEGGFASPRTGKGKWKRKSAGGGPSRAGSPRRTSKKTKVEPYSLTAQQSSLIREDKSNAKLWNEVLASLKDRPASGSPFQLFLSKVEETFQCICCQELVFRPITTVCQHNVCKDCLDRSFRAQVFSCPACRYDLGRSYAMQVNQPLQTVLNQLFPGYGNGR
An asterisk follows results filed as active; . = not tested or not shown.

SMILES	mABHD4 FP	LEDGF integ inh	PRMT1 inh	TCR-CD3 inh	PG9 Ab binder	rCAG binder	HTRA1 inh	MBD2 inh	NR1D1 modulator	UHRF1 binding
O=C(NCCc1ccc(Cl)cc1)C(=O)c1c[nH]c2ccccc12	-14	0	0	1	0.0	0	-10	0	5	0
Cc1cnc(C(=O)Nc2nccs2)cn1	2	-2	0	9	-0.2	3	0	-1	-3	0
CCOc1ccc(CCNC(=O)COC(=O)CCC(=O)c2cccs2)cc1OCC	0	3	-9	2	-2.4	-5	0	6	5	3
CCOC(=O)C1CCN(C(=O)c2[nH]c3ccc(OC)cc3c2C)CC1	0	0	-4	-6	-3.3	-5	2	4	-8	1
O=C(O)CCN1C(=O)/C(=C/c2cccc(OCc3ccc(F)cc3)c2)SC1=S	10	3	19	.	.	.	.	-1	-7	-12
CCOc1cc(C(=O)Nc2cccc(OCC(=O)N3CCOCC3)c2)cc(OCC)c1OCC	-5	0	-7	4	-1.5	-2	7	-5	-2	1
COc1cc(C2C(C(=O)c3sc(C)nc3C)=C(O)C(=O)N2CCN(C)C)cc(OC)c1OC (stereo unspecified)	-5	3	1	-6	-0.6	1	-3	-4	-5	-2
Cc1ccc(C(=O)N/C(=C/c2ccco2)C(=O)Nc2cccc(C)c2)cc1	-2	-3	12	-5	-0.7	10	-22	0	-2	1
COC(=O)c1nnn(-c2ccc(F)c(Cl)c2)c1C(=O)OC	0	-3	0	4	-2.5	0	5	-1	-6	-1
CN(C(=O)COc1ccc(S(=O)(=O)N2CCOCC2)cc1[N+](=O)[O-])C1CCS(=O)(=O)C1 (stereo unspecified)	-5	-3	6	-3	-1.2	0	8	-2	-4	1
COc1c(F)c(F)c(C(=O)O)c(Nc2cccc(C)c2)c1F	21	1	-3	-3	0.0	13	.	-7	-1	-2
N#Cc1c(NC(=O)c2ccc(N3CCOCC3)c([N+](=O)[O-])c2)sc2c1CCCC2	3	3	0	5	0.1	2	2	-6	-5	2
O=C(NCc1ccc2c(c1)OCO2)c1cc(COc2c(F)cccc2F)on1	-14	-2	1	2	-1.1	-6	-15	0	1	-1
Cc1cnc(C(=O)OCC(=O)Nc2ccc(C)c(S(=O)(=O)N3CCCCCC3)c2)cn1	0	2	-4	3	-2.3	7	-8	-4	-5	-3
CC(C)C(NC(=O)c1ccc(C(C)(C)C)cc1)C(=O)O (stereo unspecified)	4	0	0	4	-1.0	2	7	-5	-1	-1
Cc1nn(C(C)C(=O)Nc2ccccc2Cl)c(=O)c2nn(-c3ccccc3)c(C)c12 (stereo unspecified)	-6	2	-3	-1	-0.6	-3	-5	2	0	-2
O=C(Nc1ccc(Cl)cc1)C1=Cc2cc(Cl)ccc2OC1	-61	3	-2	-4	0.1	7	-40	1	-6	1
CC(=O)OCC(=O)[C@@]1(O)CC[C@H]2[C@@H]3CCC4=CC(=O)CC[C@]4(C)[C@H]3C(=O)C[C@@]21C	-13	1	-1	3	0.1	1	4	-3	3	1
CCn1c(SCC(=O)Nc2ncc(C(F)(F)F)cc2Cl)nnc1-c1ccccc1	4	2	-3	0	0.7	-7	-2	2	6	-2
CCS(=O)(=O)N1CCN(C(=O)C(c2ccccc2)c2ccccc2)CC1	-2	-2	1	3	-0.3	-2	7	1	4	-1
COc1cccc(C2CC(c3ccccc3Cl)n3ncnc3N2)c1 (stereo unspecified)	-4	1	1	1	0.7	-7	1	4	-2	-1
CCN1C(=O)[C@H]2[C@@H](c3ccc(C(F)(F)F)cc3)N[C@]3(CCCN(Cc4ccc(OC)cc4)C3=O)[C@H]2C1=O	-2	2	2	5	-0.8	0	6	3	-1	12
Cc1nc2scc(-c3cccs3)c2c(=O)n1CC(=O)O	7	1	-2	2	1.6	0	-2	-3	7	-1
CCOC(=O)/C(C#N)=C\c1ccco1	-5	1	-2	4	-2.7	2	8	-2	-2	-2
Cc1ccc(NC(=O)c2ncn(CCCNCc3ccccn3)n2)cc1C	-2	-5	-5	0	-1.9	2	-1	-3	-3	-3

Part of the list above in another layout.
structure: CCOc1cc(C(=O)Nc2cccc(OCC(=O)N3CCOCC3)c2)cc(OCC)c1OCC
  mABHD4 FP: -5	LEDGF integ inh: 0	PRMT1 inh: -7	TCR-CD3 inh: 4	PG9 Ab binder: -1.5	rCAG binder: -2	HTRA1 inh: 7	MBD2 inh: -5	NR1D1 modulator: -2	UHRF1 binding: 1

structure: COc1cc(C2C(C(=O)c3sc(C)nc3C)=C(O)C(=O)N2CCN(C)C)cc(OC)c1OC (stereo unspecified)
  mABHD4 FP: -5	LEDGF integ inh: 3	PRMT1 inh: 1	TCR-CD3 inh: -6	PG9 Ab binder: -0.6	rCAG binder: 1	HTRA1 inh: -3	MBD2 inh: -4	NR1D1 modulator: -5	UHRF1 binding: -2

structure: Cc1ccc(C(=O)N/C(=C/c2ccco2)C(=O)Nc2cccc(C)c2)cc1
  mABHD4 FP: -2	LEDGF integ inh: -3	PRMT1 inh: 12	TCR-CD3 inh: -5	PG9 Ab binder: -0.7	rCAG binder: 10	HTRA1 inh: -22	MBD2 inh: 0	NR1D1 modulator: -2	UHRF1 binding: 1

In a second layout: results already given.
Sequence of screens: mABHD4 FP	LEDGF integ inh	PRMT1 inh	TCR-CD3 inh	PG9 Ab binder	rCAG binder	HTRA1 inh	MBD2 inh	NR1D1 modulator	UHRF1 binding
Cc1nc2scc(-c3cccs3)c2c(=O)n1CC(=O)O
  7	1	-2	2	1.6	0	-2	-3	7	-1
COC(=O)c1nnn(-c2ccc(F)c(Cl)c2)c1C(=O)OC
  0	-3	0	4	-2.5	0	5	-1	-6	-1
COc1cc(C2C(C(=O)c3sc(C)nc3C)=C(O)C(=O)N2CCN(C)C)cc(OC)c1OC (stereo unspecified)
  -5	3	1	-6	-0.6	1	-3	-4	-5	-2
CC(C)C(NC(=O)c1ccc(C(C)(C)C)cc1)C(=O)O (stereo unspecified)
  4	0	0	4	-1.0	2	7	-5	-1	-1
O=C(O)CCN1C(=O)/C(=C/c2cccc(OCc3ccc(F)cc3)c2)SC1=S
  10	3	19	.	.	.	.	-1	-7	-12
COc1cccc(C2CC(c3ccccc3Cl)n3ncnc3N2)c1 (stereo unspecified)
  -4	1	1	1	0.7	-7	1	4	-2	-1

Some of the entries so far, comma-delimited:
SMILES,mABHD4 FP,LEDGF integ inh,PRMT1 inh,TCR-CD3 inh,PG9 Ab binder,rCAG binder,HTRA1 inh,MBD2 inh,NR1D1 modulator,UHRF1 binding
COc1cccc(C2CC(c3ccccc3Cl)n3ncnc3N2)c1 (stereo unspecified),-4,1,1,1,0.7,-7,1,4,-2,-1
CCN1C(=O)[C@H]2[C@@H](c3ccc(C(F)(F)F)cc3)N[C@]3(CCCN(Cc4ccc(OC)cc4)C3=O)[C@H]2C1=O,-2,2,2,5,-0.8,0,6,3,-1,12

Further results follow:
SMILES	mABHD4 FP	LEDGF integ inh	PRMT1 inh	TCR-CD3 inh	PG9 Ab binder	rCAG binder	HTRA1 inh	MBD2 inh	NR1D1 modulator	UHRF1 binding
O=C(O)c1ccccc1-n1c(-c2ccccc2)cc2c1CCCC2=O	1	3	2	1	-1.1	3	3	2	4	3
N#Cc1c(-c2ccccc2F)cc(-c2cccnc2)nc1N	4	0	0	6	-0.2	-2	5	-2	4	0
CC1=CC(C)(C)NC(=S)N1C(C)c1ccccc1 (stereo unspecified)	-2	-5	-1	3	0.3	-3	7	0	-2	1
CSCCC(C(=O)Nc1c(C)cccc1C)N(C)CCc1ccccc1 (stereo unspecified)	-9	-1	-3	0	0.3	-3	.	4	-6	-2
O=C(Cc1cccs1)Nc1nnc(SCc2ccc(C(F)(F)F)cc2)s1	-3	-5	-1	-1	0.0	19	-6	0	1	0
CCOC(=O)CN1NC2(CCCC(C)C2)NC1=S (stereo unspecified)	2	4	14	-7	0.2	0	6	0	-7	-1
CC(=O)[C@@H]1[C@@H]2C(=O)N(Cc3ccccc3)C(=O)[C@@H]2C2c3ccccc3C=CN21 (stereo partly specified)	0	1	11	-4	0.3	6	-9	-7	26*	-10
COCCNC(=O)c1cc(-c2ccncc2)nc2ccc(S(=O)(=O)N3CCOCC3)cc12	2	1	-1	2	-2.2	-2	4	2	-6	-1
O=C(Nc1ccc(S(=O)(=O)Nc2ccnn2-c2ccccc2)cc1)C(F)(F)F	3	0	2	11	-2.5	6	-7	-4	-4	-1
O=[N+]([O-])c1cccc(C2(O)COc3ccccc3O2)c1 (stereo unspecified)	-5	2	-6	5	-3.2	0	3	0	-1	-1
COc1ccc([N+](=O)[O-])cc1NS(=O)(=O)c1ccc(C)cc1	-2	-6	1	-3	-0.7	2	-2	3	4	-1
Cc1ccc(S(=O)(=O)NCCS(=O)(=O)N2CCN(c3ccccc3)CC2)cc1	-11	0	1	2	2.2	-3	2	4	-4	1
Cc1ccc(NC(=O)CC(NCC2CCCO2)C(=O)O)cc1C (stereo unspecified)	-7	1	-3	-2	-3.4	-2	8	-4	-3	3
CCN1CCN(CCC2Oc3cc([N+](=O)[O-])ccc3NC2=O)CC1 (stereo unspecified)	5	-1	3	-9	-0.3	-2	4	-8	-2	-2
O=C(c1nc2ccc(Cl)cn2c1CN1CCC(O)CC1)N1CCc2ccccc2C1	4	1	-1	-1	-1.0	-2	8	1	-6	-2
Cc1cccc(NC(=O)CCc2c(C)nc3ncnn3c2C)n1	12	1	-1	4	-0.5	0	1	2	-6	-2
O=C(CCSc1ccccc1)NC(=O)COC(=O)c1ccc(OC(F)F)cc1	-1	-4	8	-3	-0.5	-6	-10	1	-4	3
Oc1ccccc1C1=NN(c2ccccc2)C(c2ccc(F)cc2)C1 (stereo unspecified)	6	-3	4	-4	-0.6	-1	7	-2	3	2
COCC(C)NC(=O)c1nn(Cc2ccccc2)c(=O)c2ccccc12 (stereo unspecified)	0	0	-2	13	-1.6	-8	0	-4	9	16
Cn1c(SCC(=O)N2c3ccccc3Sc3ccccc32)nc2ccccc21	-12	2	2	0	-2.0	3	-26	3	-1	2
C=CCNc1nnc(SC2CC(=O)N(c3ccc(OCCC)cc3)C2=O)s1 (stereo unspecified)	-3	-1	67*	3	-1.3	2	-1	0	-3	1
COC(=O)c1sc(N)c(C(=O)OC)c1COC(=O)CNS(=O)(=O)c1cccc(C#N)c1	-2	3	1	-1	-0.8	10	-17	4	2	0
CCC(=O)Nc1cc(OC)c(NC(=O)c2ccccc2)cc1OC	-13	0	-1	0	-2.4	7	-4	0	0	4
CCCn1nc(C(=O)Nc2nnc(C3CC3)s2)c2ccccc2c1=O	-5	5	-1	2	-2.4	-1	-2	1	-1	-8
O=C(Cn1c(=O)n(CC(=O)N2CCCCC2)c(=O)c2sccc21)NCc1ccccc1	-10	-6	7	-4	-0.3	1	4	7	0	2
CC1CC(=O)Nc2ccccc2N1S(=O)(=O)c1ccc(Br)cc1 (stereo unspecified)	1	-3	4	2	0.7	0	2	-1	-6	4
O=C(CN1CCN(c2nc(-c3ccccc3)cs2)CC1)NNC(=O)c1ccc(Br)cc1	2	-3	-7	-4	-0.2	-1	-5	-1	3	-3
N#Cc1cc(N)ccc1Sc1ccc(Cl)cc1	-10	-2	-3	0	-1.3	4	-22	-1	-4	-1
O=c1[nH]c(=O)n(-c2ccc(F)cc2)c2c1C(C(F)(F)F)(C(F)(F)F)N=C(c1ccc(F)cc1)N2	-1	0	1	2	0.9	-1	2	-2	1	2
COc1ccc(C)cc1NC(=O)NNC(=O)C(C)Oc1ccc(F)cc1Cl (stereo unspecified)	1	3	0	2	-2.4	-1	0	-1	3	1

Screens: PubChem, several laboratories

Not all compounds are listed; the hit share may differ from the screen's.
